# Source: PubChem BioAssay
# mouse EphA4 binding: inhibitors of EphA4 binding to KYL peptide, primary screen, biochemical, colorimetric, mouse EphA4 (AID 689) | EphA4-AP binding to KYL peptide, pNPP A405; higher % means a stronger effect | inhibition, % at 10 µM, or IC50 in µM where a hit was titrated | 62,000 tested, 0.1% active; in the data active means a potency from the dose series; inactive means the rest, 99 in 100 with inhibition below about 22%
# Numbers without * were called inactive. Not all compounds are listed; the hit share may differ from the screen's.
compound	mouse EphA4 binding
CC1=CC(C)(C)N2C(=O)C3(C(C#N)=C(N)OC4=C3C(=O)CC(C)(C)C4)c3cccc1c32 (stereo not given)	4%
COc1nonc1NC(=O)CSc1nc2ccccc2[nH]1	2%
CCN(CC)CCCNC(=O)c1cc(-c2cccc(Cl)c2)on1	-4%
CCn1c(SCC(=O)Nc2sc3c(c2C(N)=O)CCC(C)C3)nnc1-c1ccco1 (stereo not given)	10%
CC1CCOC2(O1)C(=O)N(CN1CCN(c3ccccc3F)CC1)c1ccccc12 (stereo not given)	-4%
CC1(C)Cc2cccc(OCC(=O)Nc3cccnc3)c2O1	-9%
Cc1cc(C)cc(NC(=O)C(=O)NCc2ccccc2)c1	-1%
O=C(Nc1ccccc1C(=O)OCC(=O)N1CCc2ccccc2C1)c1ccco1	-12%
CCC(=O)N1CCc2cc(Br)cc(S(=O)(=O)CCC(=O)NCCc3ccccc3)c21	-3%
Cc1nc2c(-c3ccccc3)c(C)nn2c(C)c1CCC(=O)NC(C)CCc1ccco1 (stereo not given)	6%
O=C(NCCc1ccccc1)C(=O)NCC1(c2ccccc2)CCCC1	-14%
Cc1ccc(Oc2ncc(CN3CC(C)OC(C)C3)s2)cc1 (stereo not given)	-10%
COCCCNc1nc(=S)[nH]c2cc(OC)c(OC)cc12	-2%
O=C(c1nn2c(c1Cl)NC(c1cccs1)CC2C(F)(F)F)N1CCN(C(c2ccccc2)c2ccccc2)CC1 (stereo not given)	-10%
O=C(NCc1cccnc1)c1sc2cc(Cl)ccc2c1Cl	-10%
O=C1CC(=C(c2ccccc2)c2ccccc2)C(=O)N1CCCCN1CCN(c2ccccc2)CC1	9%
COc1cc2c(cc1OC)C1=C(C#N)CC/C(=N\S(=O)(=O)c3ccccc3)N1CC2	8%
O=C1c2ccccc2NC(c2ccccc2)N1c1ccc(O)cc1 (stereo not given)	-18%
COc1ccccc1C(=O)NCCn1ccc2ccccc21	-3%
CCn1ncc(/C=C/C(=O)Nc2c(C)nn(CC)c2C)c1C	-9%
CCN(CC)c1ccc(NC(=O)c2cccc(Cl)c2Cl)cc1	13%
CC(=O)c1cccc(NC(=O)CSc2nnc(-c3ccc(S(=O)(=O)N4CCCC4)cc3)o2)c1	-9%
O=C1S/C(=C\c2ccc(O)cc2)C(=O)N1c1ccc(O)cc1	-9%
CCC12CN(C(=O)c3ccc(OC)cc3)CC(CC)(CN(C(=O)c3ccc(OC)cc3)C1)C2=O	-12%
O=C(NC1CCS(=O)(=O)C1)/C(NC(=O)c1ccccc1)=C(/Sc1ccccn1)c1ccccc1 (stereo not given)	-10%
COc1ccc(NC(=O)C(=O)NCc2ccc(C)cc2)c(OC)c1	-2%
COc1ccc(C2CC(C(F)(F)F)n3nc(C(=O)Nc4cc(C(F)(F)F)ccc4Cl)c(Cl)c3N2)cc1OC (stereo not given)	6%
O=C(OCC(F)(F)C(F)F)c1ccccc1C(=O)Oc1ccc(F)cc1F	15%
COCCN(CCOC)C(=O)c1cc2c(=O)n3ccccc3nc2s1	8%
Cc1ccc(-c2nn(-c3cc(Cl)ccc3[N+](=O)[O-])c(=O)c3ccccc23)cc1	9%
CCCN1C(=O)NC2(O)C(=O)c3ccccc3C12O (stereo not given)	2%
CS(=O)(=O)N1CCCC(C(=O)NCCCN2CCN(Cc3ccccc3)CC2)C1 (stereo not given)	8%
C1COCCNCCOCCOCCN1	-8%
CCOC(=O)C1CCCN(C(=O)CCC(=O)Nc2ccc3nc(N4CCOCC4)cc(C)c3c2)C1 (stereo not given)	-2%
CC1=C(C(=O)Nc2cc(Cl)ccc2C)C(c2ccc(N(C)C)cc2)NC(=S)N1 (stereo not given)	0%
COc1ccc(-c2cc(C(F)(F)F)nc(N3CCOCC3)n2)cc1OC	-28%
CCOc1ccc(-c2nnn(CC(=O)NCc3ccc(OC)cc3)n2)cc1OCC	1%
CCCCn1nnnc1SCC(=O)c1ccc(C)c(C)c1	5%
CCOC(=O)c1cccnc1SCc1cc(=O)n2ccccc2n1	-15%
O=C(c1ccc([N+](=O)[O-])cc1)N(Cc1ccc(Br)cc1)N1C(=O)CCCC1=O	2%
CSc1nc2ccc(NC(=O)C3CC(=O)N(Cc4ccco4)C3)cc2s1 (stereo not given)	4%
CCOc1ccccc1NC(=O)CSc1ncnc2c1oc1ccccc12	9%
COc1cccc(C(=O)N/N=C/c2cn[nH]c2-c2ccc(OC)cc2OC)c1	-5%
COCCN1Cc2cccc(C(=O)NCc3ccccn3)c2C1=O	-7%
Fc1cccc(CSc2nc3ncccc3[nH]2)c1	11%
O=C(CSc1ccc(Cl)cc1Cl)Nc1ccc(Br)cc1	6%
CNc1cc(C)nc(-n2nc(C)cc2C)n1	-15%
COc1ccc2nc(/N=C(/N)NC(=O)Cc3ccc(Cl)cc3)nc(C)c2c1	-2%
CCc1ccc(OCC(O)CNC(C)(C)C)cc1 (stereo not given)	-1%
CCC(C)NC(=O)CSC1=Nc2ccccc2C2=NC(CCC(=O)NCc3ccco3)C(=O)N12 (stereo not given)	-12%
Clc1ccc2[nH]cc(-c3nnnn3-c3ccccc3)c2c1	-17%
CCc1cccc(Oc2nn[nH]n2)c1	-13%
COCc1cc(C2C(C(=O)c3ccco3)=C(O)C(=O)N2CCOCCO)ccc1O (stereo not given)	-10%
Cc1c(NC(=O)OCc2ccccc2)c(=O)n(-c2ccccc2)n1C	1%
CCCCCn1c(N)c(-c2nc3ccccc3s2)c2c([N+](=O)[O-])nn(C)c(=O)c21	6%
CCOC1CS(=O)(=O)CC1OCC (stereo not given)	-19%
O=C(COc1ccc(Cl)cc1Cl)N/N=C/CCc1ccccc1	-12%
C=CCn1c(NC(=O)c2ccco2)c(S(=O)(=O)c2ccccc2)c2nc3ccccc3nc21	3%
CC(C)NC(=S)Nc1ccc(Oc2ccccc2)cc1	8%
CCOC(=O)NCc1ccc(CNC(=O)OCC)cc1	3%

# (listing goes on)
compound	mouse EphA4 binding
Cc1cc(C)cc(N(CC(=O)NC2CCCCC2)C(=O)c2ccc(C)s2)c1	-14%
CCCc1c(C)c2ccc(OCC(C)=O)cc2oc1=O	0%
Cc1ccc(-c2cccc(NC(=O)C3C(C(=O)O)[C@@H]4C=C[C@H]3C4)c2)o1 (stereo not given in full)	-15%
N#C/C(=C/c1ccc(N2CCCCCC2)o1)c1ccc(Cl)cc1	5%
COc1ccc(CCNS(=O)(=O)c2cccc(C)c2)cc1OC	-5%
C=CCN(CC=C)C(=O)c1ccccc1NC(=O)c1ccccc1C	-8%
COc1ccc(-n2nnc3c(SCC(=O)OCc4ccccc4)ncnc32)cc1	-16%
CCn1nc(C)c(NC(=O)CCSc2nc(-c3ccco3)cc(C(F)(F)F)n2)c1C	-1%
O=C(NCCCN1CCCC1=O)c1ccccc1NS(=O)(=O)c1ccc(F)cc1	5%
COCCCN1C(=O)C(=Cc2c(NCC3CCCO3)nc3ccccn3c2=O)SC1=S (stereo not given)	1%
Cc1ccc(CSc2nnc(-c3ccc(S(=O)(=O)N4CCCC4)cc3)o2)cc1	-4%
COc1ccc(C2=C(Nc3ccc4oc5ccccc5c4c3)c3ccccc3C2=O)cc1	-10%
COc1ccc(C(=O)Cn2nnc(-c3ccccc3-n3cnnn3)n2)cc1	-5%
Cc1ccc(C)c(NC(=O)C(Sc2nncn2C)c2ccccc2)c1 (stereo not given)	3%
Cc1ccc(N)c(C(=O)CCCCC(=O)O)c1	-7%
COC(=O)c1c(=O)n(O)c2ccc(OC)cc2[n+]1[O-]	-15%
COC(=O)C1=C(C)NC2=C(C(=O)CCC2)C1c1cn(Cc2ccc(Cl)cc2Cl)nc1-c1ccccc1 (stereo not given)	-4%
CCN(CC)C(=O)c1ccc(COc2ccccc2Cl)cc1	-4%
C=CCNC(=O)C(=O)NCc1ccc(C)cc1	1%
O=[N+]([O-])c1ccc(Cl)c(S(=O)(=O)NCc2ccccn2)c1	12%
Cc1nc(NC(=O)/C=C/c2ccccc2)sc1C(=O)Nc1ccccc1	0%
COc1ccc(S(=O)(=O)N2CCN(S(=O)(=O)c3ccc(C)cc3)CC2)cc1	0%
CC12CC(NC(=O)N1c1cccc(C(=O)NCc3ccccc3)c1)c1ccccc1O2 (stereo not given)	-10%
CCc1nnc(NC(=O)CSc2nnc(C3CCCCC3)n2-c2ccccc2)s1	-2%
COC(=O)C1=C(C)NC(C)=C(C(=O)OC)C1c1cccc(Oc2ccccc2)c1	-5%
O=C(NCCO)c1cccc(Nc2nc(-c3ccccc3)c3cc(Cl)ccc3n2)c1	-1%
COc1ccc(C2c3c(n[nH]c3C)CC(C)(O)C2C(C)=O)cc1OC (stereo not given)	3%
O=c1c(Sc2ccccc2)c(C(F)(F)F)[nH]n1-c1ccccc1	-4%
O=S(=O)(O)c1nc2ccccc2n1Cc1ccc(Cl)cc1	2%
COc1ccccc1N1C(=O)N(C(C)=O)C2C1Nc1ccccc1N2C (stereo not given)	4%
COCCn1cnc2cc(C)c(C)cc21	-2%
C=CCN=C(CC)C1=C(O)CCCC1=O	12%
COCCn1c(=S)[nH]c2cc(C(=O)NCCCN3CCOCC3)ccc2c1=O	-7%
O=c1ccccn1Cc1c(F)cccc1Cl	-2%
CCOC(=O)N1CCC(Nc2c(Nc3ccc(C)c(C)c3)c(=O)c2=O)CC1	-7%
CC(C)(C)NCC(O)COc1ccccc1C(=O)CCc1ccccc1 (stereo not given)	-7%
COC(=O)c1ccc(/C=N/NC(=O)CC(=O)NC(C)C)cc1	1%
O=C(OCc1ccc(Cl)cc1)c1ccccc1C(=O)c1ccccc1	-1%
O=C(NCc1ccccc1)c1ccccc1Cl	7%
CCOP(=O)(OCC)C(C)(CC)NC(=S)Nc1c(C)cc(C)cc1C (stereo not given)	3%
Cn1c(SC2CCCCC2=O)nnc1-c1ccncc1 (stereo not given)	-3%
COc1cccc(C(=O)N2CCN=C2SCc2cccnc2)c1OC	-1%
O=C1CCc2cc(S(=O)(=O)N3CCCC3C(=O)NC3CCCCCCC3)ccc2N1 (stereo not given)	-1%
COc1ccc(-n2c(SCC(=O)NCC3CCCO3)nc3n[nH]c(C)c3c2=N)cc1 (stereo not given)	10%
CC(C)(C)C(=O)NC(=S)NCCc1ccccc1	-12%
O=C(COc1ccccc1)NC(Cc1c[nH]c2ccccc12)C(=O)O (stereo not given)	-2%
COc1ccc(N2C(=O)c3ccccc3NC2c2ccc(OC)c(Cn3nc(C)c([N+](=O)[O-])c3C)c2)cc1 (stereo not given)	-4%
COC(=O)C(=CC(C(=O)OC)C(=O)OC)C(=O)OC	2%
O=C([C@H](Cc1ccccc1)NS(=O)(=O)c1ccc(Cl)cc1)N1CC[C@@]2(O)CCCC[C@H]2C1	-5%
CCOC(=O)c1sc(=N)n(-c2ccc(OC)cc2)c1C	-2%
CCOC(=O)c1c(C)[nH]c(C(=O)CSc2nnc(CC(C)c3ccccc3)o2)c1C (stereo not given)	-3%
CCOc1cccc(CNn2cnnc2)c1OCc1ccccc1	-3%
Cc1ccc(/C(O)=C2\C(=O)C(=O)N(CC(C)O)C2c2ccc(N(C)C)cc2)cc1 (stereo not given)	-15%
CCCc1nn2c(=O)c(C(c3ccc(C)cc3)c3c(O)nc4sc(CCC)nn4c3=O)c(O)nc2s1	-2%
Nc1nc(Cl)cc(N2CCC(c3cc(-c4ccc(Cl)cc4Cl)n[nH]3)CC2)n1	-8%
CNC(=O)NC(=O)CSc1nnc(-c2ccco2)n1Cc1ccccc1	-3%
CCOC(=O)Nc1ccc2c(c1)Nc1ccccc1S2	-11%
CCOc1ccc(-n2c(Cc3cc(=O)[nH]c(=O)[nH]3)nnc2SCC(N)=O)cc1	7%
CCN(CC)C(=O)c1ccc(COc2ccccc2Br)o1	-8%
Cc1nc2ccc3nc(NC(=O)c4ccc(S(=O)(=O)N5CCOCC5)cc4)sc3c2s1	-33%

# Continuation.
compound	mouse EphA4 binding
Cc1ccc(N2C(=O)CSC2c2ccc(Cl)cc2)cc1C (stereo not given)	0%
O=C1c2ccccc2C(=O)N1CCc1nc(-c2ccc(Cl)cc2)no1	-7%
Nc1c(-c2ccccc2)cnn1C1CCS(=O)(=O)C1 (stereo not given)	7%
O=C(Cn1ncc2c(=O)oc3ccccc3c21)NCC1COc2ccccc2O1 (stereo not given)	-18%

# Ordered by number of heavy atoms (highest first): 15 of the compounds above.
compound	mouse EphA4 binding
O=C(c1nn2c(c1Cl)NC(c1cccs1)CC2C(F)(F)F)N1CCN(C(c2ccccc2)c2ccccc2)CC1 (stereo not given)	-10%
COc1ccc(N2C(=O)c3ccccc3NC2c2ccc(OC)c(Cn3nc(C)c([N+](=O)[O-])c3C)c2)cc1 (stereo not given)	-4%
CCOc1ccc(-c2nnn(CC(=O)NCc3ccc(OC)cc3)n2)cc1OCC	1%
O=C(Cn1ncc2c(=O)oc3ccccc3c21)NCC1COc2ccccc2O1 (stereo not given)	-18%
COc1ccc(S(=O)(=O)N2CCN(S(=O)(=O)c3ccc(C)cc3)CC2)cc1	0%
O=C(NCCc1ccccc1)C(=O)NCC1(c2ccccc2)CCCC1	-14%
COc1cccc(C(=O)N2CCN=C2SCc2cccnc2)c1OC	-1%
O=c1c(Sc2ccccc2)c(C(F)(F)F)[nH]n1-c1ccccc1	-4%
COC(=O)c1ccc(/C=N/NC(=O)CC(=O)NC(C)C)cc1	1%
COCCCNc1nc(=S)[nH]c2cc(OC)c(OC)cc12	-2%
CC(C)NC(=S)Nc1ccc(Oc2ccccc2)cc1	8%
O=C(NCc1ccccc1)c1ccccc1Cl	7%
CNc1cc(C)nc(-n2nc(C)cc2C)n1	-15%
C1COCCNCCOCCOCCN1	-8%
CCc1cccc(Oc2nn[nH]n2)c1	-13%
